CYP2C19 inh: human CYP2C19 inhibition. CYP2C19 Supersomes, luciferin-H EGE luminescence, 30 min. 96,000 compounds, 21% hits. inhibition, % at 5 µM;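 active means CYP2C19 inhibition above a set limit at 5 µM in the primary screen, cut at about 50% in these data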;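 further: plate controls were negative control wells for no effect and 2.5 mM tranylcypromine positive control for full effect; values of inactives mirror those of a sister screen read the other way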
Target sequence (P33261 whole entry, looked up): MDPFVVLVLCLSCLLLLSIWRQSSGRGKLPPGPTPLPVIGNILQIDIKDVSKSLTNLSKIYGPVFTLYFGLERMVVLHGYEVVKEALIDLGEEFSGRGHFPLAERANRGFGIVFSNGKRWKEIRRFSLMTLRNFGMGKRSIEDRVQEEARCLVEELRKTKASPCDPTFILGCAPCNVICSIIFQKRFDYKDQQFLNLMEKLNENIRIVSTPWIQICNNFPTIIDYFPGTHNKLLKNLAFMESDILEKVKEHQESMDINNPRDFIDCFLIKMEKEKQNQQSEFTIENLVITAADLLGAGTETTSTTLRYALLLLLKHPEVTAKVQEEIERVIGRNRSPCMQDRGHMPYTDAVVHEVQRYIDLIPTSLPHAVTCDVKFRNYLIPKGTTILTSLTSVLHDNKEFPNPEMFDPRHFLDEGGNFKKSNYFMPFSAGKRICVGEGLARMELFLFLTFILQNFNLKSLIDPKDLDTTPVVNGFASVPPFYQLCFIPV
HUVEC tox IL1B: HUVEC cytotoxicity counter-screen, IL-1B stimulated; HUVEC cell count loss, Hoechst imaging; 94,000 compounds, 0.41% hits; cell count reduction, % at 2 µM;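 active means cell count reduction more than 3 SD above the screen-wide mean, cut at about 70% in these data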;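 further: normalized per plate to untreated control cells as the no-loss baseline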
CYP2C9 inh: blocks human cytochrome P450 2C9. P11712. CYP2C9 Supersomes, luciferin-H conversion, luminescence. inhibition, % at 5 µM. 96,000 compounds, 20% hits;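 active means blocking of liver enzyme CYP2C9 beyond about 50% at 5 µM, limit read from the data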; further: values of inactives mirror those of a sister screen read the other way
Candida biofilm: kills Candida albicans biofilms | C. albicans biofilm + clotrimazole, Alamar Blue | inhibition, % at 6 µM | 85,000 compounds, 0.14% hits | AID 834;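 active means inhibition above 20%; inactive means inhibition below 20%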;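 further: preformed 24 hr biofilms exposed to compound for 48 hr; 0% = biofilm without compound and 100% = blank killed by clotrimazole plus chlorhexidine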
DAT uptake mod: modulates human dopamine transporter uptake under cocaine. Q01959. 110,000 compounds, 1.3% hits. B-score at 10 µM. LLC-PK1 hDAT cells, [14C]-dopamine uptake with cocaine IC80; actives deviate in either direction;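 active means Z score or B-score, a plate-position-corrected score, falls beyond the plate's 99.7% confidence bounds, in either direction; inactive means both scores lie inside the 99.7% bounds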;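 further: scored against the spread of the other compound wells on the same plate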
Target sequence (Q01959 whole entry, looked up): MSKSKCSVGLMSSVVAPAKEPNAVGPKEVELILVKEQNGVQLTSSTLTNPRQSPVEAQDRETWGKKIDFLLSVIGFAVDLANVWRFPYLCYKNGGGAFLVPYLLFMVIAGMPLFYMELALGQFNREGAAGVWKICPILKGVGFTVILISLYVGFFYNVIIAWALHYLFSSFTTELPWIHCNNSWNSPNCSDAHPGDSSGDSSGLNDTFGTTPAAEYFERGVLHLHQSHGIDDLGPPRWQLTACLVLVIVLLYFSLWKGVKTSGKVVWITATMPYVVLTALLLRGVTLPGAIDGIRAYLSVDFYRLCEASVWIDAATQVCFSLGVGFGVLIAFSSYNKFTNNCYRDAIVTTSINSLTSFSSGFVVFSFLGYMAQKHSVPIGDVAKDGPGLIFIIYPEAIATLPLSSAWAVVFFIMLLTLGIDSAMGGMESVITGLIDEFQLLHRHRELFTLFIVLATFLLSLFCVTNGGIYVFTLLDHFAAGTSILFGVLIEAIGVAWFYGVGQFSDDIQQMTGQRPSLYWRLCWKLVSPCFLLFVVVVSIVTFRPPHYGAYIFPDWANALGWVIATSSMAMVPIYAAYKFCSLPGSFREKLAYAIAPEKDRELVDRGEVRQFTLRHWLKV
VCAM1 TNFa inh: reduces TNF alpha induced VCAM1 expression in HUVEC; inhibition, % at 2 µM; 95,000 compounds, 0.48% hits; HUVEC TNFa-induced VCAM-1 immunofluorescence, high-content imaging;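 active means inhibition above the batch mean plus 3 SD, with images confirmed as a hit by eye, cut at about 37% in these data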;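 further: 0% = TNF-stimulated DMSO wells and 100% = unstimulated control wells; not every result past the cut was called active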
CYP2C19 activ: increases human CYP2C19 enzyme activity; P33261; recombinant CYP2C19, luciferin-H EGE luminescence; stronger effect = higher value; 0 = fully inhibited enzyme, 1 = untreated enzyme; activation factor at 5 µM; 96,000 tested, under 10 active; AID 1025;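 active means activation factor of at least 2 at 5 µM in the primary screen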;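 further: 0 = wells with 2.5 mM tranylcypromine and 1 = vehicle-only wells; values of inactives mirror those of a sister screen read the other way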
CYP2C9 act: activators of human CYP2C9; 96,000 compounds, 1.4% hits; recombinant CYP2C9, luciferin-H conversion, luminescence; stronger effect = higher value; factor 1 = untreated enzyme, 0 = blocked; activation factor at 5 µM; AID 1024; P11712;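 active means activation factor of 2 or more for CYP2C9 at a 5 µM dose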;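 further: 0 = sulfaphenazole-blocked wells and 1 = vehicle-only wells; values of inactives mirror those of a sister screen read the other way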
TNFa cytotox: toxic to HUVEC cells under TNF alpha stimulation | 93,000 compounds, 0.17% hits | cell count reduction, % at 2 µM | AID 848 | HUVEC TNFalpha-stimulated, Hoechst cell count, imaging;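 active means cell count reduction exceeding the screen mean by over 5 SD, scaled to untreated wells per plate, cut at about 78% in these data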;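 further: cells counted after 24 h of TNF alpha exposure following the 1 h pretreatment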
* hit, by the source's call; x = no result given. Hits appear at their usual frequency, and some 29% of all compounds hit somewhere here.

SMILES | CYP2C19 inh | HUVEC tox IL1B | CYP2C9 inh | Candida biofilm | DAT uptake mod | VCAM1 TNFa inh | CYP2C19 activ | CYP2C9 act | TNFa cytotox
CSc1nc2nc(-c3ccccc3)cc(C(F)(F)F)n2n1 | 15 | -42 | 31 | -6 | -0.66 | 20 | 0.9 | 0.7 | x
N#CCCNCC1(c2ccccc2)CCCC1 | 16 | 28 | 0 | 2 | 0.7 | 10 | 0.8 | 1 | 3
COc1ccc(Cl)cc1C(=O)Nn1cnc2ccccc2c1=O | 6 | -5 | 12 | 0 | -0.42 | 18 | 0.9 | 0.9 | -33
C=CCOC(=O)N1CCN(c2cccc(C(F)(F)F)c2)CC1 | 96* | 10 | 80* | -3 | 1 | -8 | 0 | 0.2 | 17
COc1ccc(-c2csc(N(CCCN(C)C)C(=O)c3cccs3)n2)cc1 | 16 | x | 12 | -2 | 1.5 | x | 0.8 | 0.9 | x
COc1cccc(NC(=O)CN2CCN(c3ccccc3F)CC2)c1 | 62* | -35 | 67* | 2 | 0.3 | 12 | 0.4 | 0.3 | -5
Cc1ncc(CC(=O)n2cc(C(=O)c3cc(Cl)ccc3O)cn2)s1 | 61* | x | 81* | 9 | -0.19 | x | 0.4 | 0.2 | x
COc1ccc(C(CC(=O)O)NC(=O)c2ccccc2)cc1OC (stereo unspecified) | -8 | 19 | -14 | 7 | -0.047 | 16 | 1.1 | 1.1 | x
CCOc1ccc2nc(COC(=O)c3ccco3)c(C(C)=O)[n+]([O-])c2c1 | 16 | 14 | 4 | 5 | 0.069 | -3 | 0.8 | 1 | -41
COc1ccc(OC)c(N(CC(=O)Nc2ccccc2)S(C)(=O)=O)c1 | 74* | 10 | 33 | x | -0.53 | -22 | 0.3 | 0.7 | 16
CCc1cccc(NC(=O)C2CCN(S(=O)(=O)c3cccs3)CC2)c1 | 31 | -17 | -4 | -4 | 0.16 | 4 | 0.7 | 1 | 18
Cc1ccc(S(=O)(=O)NCC23C=CC(O2)C2C(=O)N(c4ccccc4)C(=O)C23)cc1 (stereo unspecified) | -5 | 6 | -34 | x | 0.48 | 4 | 1.1 | 1.3 | -5
COCCNC(=O)C(c1ccccc1)N(C(=O)Cn1nnc2ccccc21)c1cccnc1 (stereo unspecified) | -11 | 20 | -22 | -4 | 0.031 | -8 | 1.1 | 1.2 | -1
Cc1ccc(Cn2nnc3c(=O)[nH]c(C4CCN(S(=O)(=O)c5cc(C)ccc5C)CC4)nc32)cc1 | 79* | -26 | 97* | 12 | 0.62 | 1 | 0.2 | 0 | -38
CCC(=O)Nc1cc2c(cc1C(C)=O)OCCO2 | x | 22 | x | x | 0.37 | -6 | x | x | 3
O=C(Nc1ccc(S(=O)(=O)N2CCc3ccccc32)cc1)c1ccco1 | 4 | 20 | 28 | x | -0.69 | 13 | 1 | 0.7 | -2
COc1ccc(-c2nnc3c4ccccc4c(C)nn23)cc1 | 23 | -15 | -1 | 4 | 0.5 | 17 | 0.8 | 1 | -3
O=C(NCc1ccc2c(c1)OCO2)c1ccc(N2CCCC2=O)cc1 | 23 | -30 | 29 | x | -0.035 | 22 | 0.8 | 0.7 | 0
CCOC(=O)N1CCN(C(=O)CSc2nnc(-c3ccc(C)c(C)c3)o2)CC1 | -9 | -2 | 18 | 2 | 0.44 | 11 | 1.1 | 0.8 | -8
COC(=O)c1cc(NC(=O)C2C3C=CC(C3)C2C(=O)O)cc(C(=O)OC)c1 (stereo unspecified) | 2 | -19 | 64* | 2 | -0.32 | 9 | 1 | 0.4 | -5
O=C(c1cc(-c2cccc(O)c2)on1)N1CCN(C(c2ccccc2)c2ccccc2)CC1 | -3 | x | 41 | 9 | -1.2 | x | 1 | 0.6 | x
COc1ccc(CCNC(=O)CSc2nnc(CNc3ccc(Cl)cc3)o2)cc1OC | x | 18 | x | 18 | 1.1 | 6 | x | x | -2
Cc1oc(-c2ccccc2Cl)nc1CSCC(=O)NC1CC1 | 8 | -47 | 5 | 7 | 0.45 | -2 | 0.9 | 1 | -7
Cc1cc(Cl)c(S(=O)(=O)Nc2ccc3c(c2)OCCO3)cc1OCC(=O)NC1CCCCC1 | 16 | 8 | 36 | -2 | 0.7 | -12 | 0.8 | 0.6 | -9
O=C(CCN1CCN(c2ccccn2)CC1)Nc1ccc(F)cc1 | 9 | -61 | 48 | 9 | 0.48 | 3 | 0.9 | 0.5 | -37

Structural class, the entries above with a thiophene ring, fused or not
SMILES | CYP2C19 inh | HUVEC tox IL1B | CYP2C9 inh | Candida biofilm | DAT uptake mod | VCAM1 TNFa inh | CYP2C19 activ | CYP2C9 act | TNFa cytotox
COc1ccc(-c2csc(N(CCCN(C)C)C(=O)c3cccs3)n2)cc1 | 16 | x | 12 | -2 | 1.5 | x | 0.8 | 0.9 | x
CCc1cccc(NC(=O)C2CCN(S(=O)(=O)c3cccs3)CC2)c1 | 31 | -17 | -4 | -4 | 0.16 | 4 | 0.7 | 1 | 18

CYP2C9 inh, entries above that show a hit.
mol	CYP2C19 inh	CYP2C9 inh	DAT uptake mod	VCAM1 TNFa inh	CYP2C19 activ	CYP2C9 act
C=CCOC(=O)N1CCN(c2cccc(C(F)(F)F)c2)CC1	96*	80*	1	-8	0	0.2
COc1cccc(NC(=O)CN2CCN(c3ccccc3F)CC2)c1	62*	67*	0.3	12	0.4	0.3
Cc1ncc(CC(=O)n2cc(C(=O)c3cc(Cl)ccc3O)cn2)s1	61*	81*	-0.19	x	0.4	0.2
Cc1ccc(Cn2nnc3c(=O)[nH]c(C4CCN(S(=O)(=O)c5cc(C)ccc5C)CC4)nc32)cc1	79*	97*	0.62	1	0.2	0
COC(=O)c1cc(NC(=O)C2C3C=CC(C3)C2C(=O)O)cc(C(=O)OC)c1 (stereo unspecified)	2	64*	-0.32	9	1	0.4

The listing continues.
SMILES | CYP2C19 inh | HUVEC tox IL1B | CYP2C9 inh | Candida biofilm | DAT uptake mod | VCAM1 TNFa inh | CYP2C19 activ | CYP2C9 act | TNFa cytotox
CCOC(=O)c1cc2sccc2n1CC(=O)Nc1ccc(OC)cc1OC | 99* | -54 | 68* | 6 | 0.46 | 6 | 0 | 0.3 | 2
CCOc1ccccc1NC(=O)CSc1ccccc1 | 51* | -3 | -257 | x | -0.85 | 14 | 0.5 | 3.6* | -8
COc1ccc(-c2onc3ccc(Cl)cc23)cc1OC | x | -8 | x | 8 | x | 6 | x | x | -9
Clc1cccc2sc(N3CCCC3)nc12 | 28 | -20 | -7 | x | -0.33 | 12 | 0.7 | 1.1 | 11
Cc1ccc(C(=O)Oc2ccc(C(=O)COC(=O)C3CC(=O)N(Cc4ccco4)C3)cc2)cc1 (stereo unspecified) | x | -2 | x | 3 | -0.77 | 18 | x | x | -9
CCOc1ccc(C2NC(=O)c3ccccc3O2)cc1 (stereo unspecified) | 40 | -30 | 15 | 4 | -0.98 | 6 | 0.6 | 0.8 | -33
N#C[C@@H]1[C@@H]2C(=O)N(c3ccc4c(c3)OCCO4)C(=O)[C@@H]2C2c3ccccc3C=CN21 (stereo partly specified) | x | 5 | x | 5 | 0.79 | 10 | x | x | -24
CCCCn1c(SCC(=O)NCCOC)nc2ccc(N3CCOCC3)cc2c1=O | 39 | 10 | 43 | 7 | 2.4 | 23 | 0.6 | 0.6 | 12
Cn1c(=O)[nH]c(=O)c2c1nc(NCCCn1ccnc1)n2Cc1ccccc1 | 80* | -24 | 96* | 2 | 0.39 | 20 | 0.2 | 0 | -24
COc1ccc2[nH]c(=O)c(CN(C(=O)C3CCCO3)c3ccc(C)cc3)cc2c1 (stereo unspecified) | 21 | -6 | 39 | -1 | -0.72 | 6 | 0.8 | 0.6 | -2
CC(C)NC(=O)c1ccc(CNC(=O)OCC(F)(F)F)cc1 | -16 | 10 | -10 | 3 | 0.3 | 23 | 1.2 | 1.1 | 2
CCOC(=O)c1ccc(NC(=O)N(CC)CC)cc1 | 43 | -9 | 9 | -3 | -0.17 | 8 | 0.6 | 0.9 | -43
CCOc1ccc2nc(NC(=O)c3cnc(C)cn3)sc2c1 | 35 | -126 | 40 | 2 | 0.1 | 0 | 0.7 | 0.6 | -32
Cc1cc(C)nc(NC2=NCC(=O)N2c2ccc3c(c2)OCCO3)n1 | 7 | -12 | -1 | 3 | 1.6 | 3 | 0.9 | 1 | 6
CCCCn1nnnc1SCC(=O)N1CCCC1 | 1 | -1 | -9 | 9 | 0.24 | 9 | 1 | 1.1 | -5
CCOCCCNC(=O)C(NC(=O)CNC(C)=O)c1ccc(Cl)cc1 (stereo unspecified) | -14 | 0 | -7 | 7 | -0.17 | -8 | 1.1 | 1.1 | 4
CCCn1c(=O)c2ccccc2n2c(SCCOc3ccc(Cl)cc3)nnc12 | 17 | x | -4 | 4 | -0.092 | x | 0.8 | 1 | x
O=C(CN1C(=O)CCSc2ccccc21)Nc1ccc(F)cc1 | 95* | x | 80* | 5 | 0.012 | x | 0.1 | 0.2 | x
CN=C(c1ccco1)n1c(=S)nc(-c2ccco2)n(C)c1=S | 79* | x | 66* | 7 | -0.11 | 12 | 0.2 | 0.3 | -14
COc1cccc(-c2nnn(CC(=O)Nc3cc(OC)c(NC(=O)c4ccco4)cc3OC)n2)c1 | 35 | 22 | 54* | 2 | 1.1 | -3 | 0.7 | 0.5 | -11
O=C1c2ccccc2C(=O)N1Cc1nc(-c2cccnc2)no1 | x | -29 | x | 4 | x | -11 | x | x | -13
COc1cc2c(cc1OC)C(CC#N)=NC(C)(C)C2 | 29 | -26 | 25 | 0 | -0.75 | -9 | 0.7 | 0.8 | -6
C=C(C)C1Cc2c(C)nn(-c3nc(C)cc(C)n3)c2C1 (stereo unspecified) | -13 | 0 | 1 | 6 | -0.29 | 28 | 1.1 | 1 | x
CC1=Nn2c(nnc2C2CCCCC2)SC1 | 8 | -8 | -1 | 7 | -0.019 | -2 | 0.9 | 1 | -25
O=C(c1nc2nc(-c3ccc(Cl)cc3)cc(C(F)(F)F)n2n1)N1CCOCC1 | 2 | -26 | -7 | 4 | 0.12 | 10 | 1 | 1.1 | -35
(further entries)
SMILES | CYP2C19 inh | HUVEC tox IL1B | CYP2C9 inh | Candida biofilm | DAT uptake mod | VCAM1 TNFa inh | CYP2C19 activ | CYP2C9 act | TNFa cytotox
C[C@H](C(=O)C=[N+]=[N-])N1C(=O)c2ccccc2C1=O | 1 | 2 | -10 | -1 | -7.1* | 7 | 1 | 1.1 | -22
N#Cc1nc(-c2ccc(F)cc2)oc1NCc1ccccc1 | 18 | 31 | 40 | 0 | 0.031 | 0 | 0.8 | 0.6 | 53
COCCn1c(SCC(=O)N2CCCc3ccccc32)nc2ccccc2c1=O | 96* | 9 | 96* | 5 | -0.043 | -15 | 0 | 0 | -12
Cn1c(-c2cccc(Br)c2)cnc1NCc1cccnc1 | 77* | -25 | 64* | 5 | 0.72 | 4 | 0.2 | 0.4 | -44
CCN(CC)c1ncn(Cc2c(Cl)cccc2Cl)c2ncnc1-2 | 35 | -13 | 36 | 6 | -0.012 | -1 | 0.6 | 0.6 | -14
Cc1cc2nncn2c(Cc2ccccc2)n1 | 26 | x | 6 | 8 | -0.17 | x | 0.7 | 0.9 | x
c1ccc(-c2csc(Nc3cccnc3)n2)nc1 | 67* | -4 | 68* | x | 0.46 | 7 | 0.3 | 0.3 | -25
COC(=O)c1ccccc1NC(=O)c1cc2nc(C3CC3)cc(C(F)(F)F)n2n1 | 4 | 2 | 5 | x | 0.068 | 18 | 1 | 0.9 | -36
Cc1cc(O)c(/C=N/c2ccccn2)c(=O)o1 | 5 | x | 0 | 2 | -0.12 | x | 1 | 1 | x
CCC(C)NC(=O)C1c2ccccc2C(=O)N1Cc1cc(OC)ccc1OC (stereo unspecified) | 0 | 3 | 17 | 6 | 0.61 | -2 | 1 | 0.8 | -41
